# Assay outcomes from PubChem.
# MDM2 E3 inh – inhibitors of human Mdm2 E3 ubiquitin ligase | cell-based MDM2 ubiquitination luciferase reporter, 2 h; 0 = plate control, 100 = twice control, blank-subtracted | AID 1230 | actives 0.11% (n = 210,000) | Q00987 | signal enhancement, % at 5 µM;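 active means signal enhancement of 30% or more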;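 further: luminescence tracks abundance of the self-degrading MDM2-luciferase fusion protein; higher signal means inhibition of MDM2 E3 ligase activity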
# Target sequence (Q00987 whole entry, looked up, the tested form may be a part): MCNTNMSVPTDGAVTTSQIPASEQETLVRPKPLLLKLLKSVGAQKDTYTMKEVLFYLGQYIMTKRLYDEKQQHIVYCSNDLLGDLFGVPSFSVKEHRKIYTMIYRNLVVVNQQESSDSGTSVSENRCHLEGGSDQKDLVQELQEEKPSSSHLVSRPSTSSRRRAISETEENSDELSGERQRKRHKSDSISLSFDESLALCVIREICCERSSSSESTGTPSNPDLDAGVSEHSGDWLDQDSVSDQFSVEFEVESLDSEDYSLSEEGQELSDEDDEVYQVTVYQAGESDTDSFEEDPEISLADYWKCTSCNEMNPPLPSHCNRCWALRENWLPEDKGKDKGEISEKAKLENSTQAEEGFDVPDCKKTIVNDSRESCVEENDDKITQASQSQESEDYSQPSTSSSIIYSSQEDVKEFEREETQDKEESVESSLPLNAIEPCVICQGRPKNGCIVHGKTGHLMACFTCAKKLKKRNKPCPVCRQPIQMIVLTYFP
#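 test system = mammalian cells stably expressing self-ubiquitinating, self-degrading MDM2 E3–luciferase fusion | quantity = 2000 cells/well | incubation = cell settling 4 h, compound treatment 2 h, both 37 °C | signal = luminescence with SteadyLite reagent, 15 min at room temperature | evaluation = % enhancement relative to plate controls after blank subtraction | benchmarks = plate controls and plate blanks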
# TRPML3 ag – agonists of human TRPML3 channel; activation, % at 3 µM; actives 0.29% (n = 220,000); AID 1448; HEK293 TRPML3-YFP, Fluo-8 calcium fluorescence; 100% = the carbachol control signal;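 active means activation above its plate's cutoff, the mean activation of the plate's test wells plus 3 SD, cut at about 12% in these data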;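 further: 0% = DMSO only wells and 100% = carbachol wells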
# Target sequence (Q8TDD5 whole entry, looked up): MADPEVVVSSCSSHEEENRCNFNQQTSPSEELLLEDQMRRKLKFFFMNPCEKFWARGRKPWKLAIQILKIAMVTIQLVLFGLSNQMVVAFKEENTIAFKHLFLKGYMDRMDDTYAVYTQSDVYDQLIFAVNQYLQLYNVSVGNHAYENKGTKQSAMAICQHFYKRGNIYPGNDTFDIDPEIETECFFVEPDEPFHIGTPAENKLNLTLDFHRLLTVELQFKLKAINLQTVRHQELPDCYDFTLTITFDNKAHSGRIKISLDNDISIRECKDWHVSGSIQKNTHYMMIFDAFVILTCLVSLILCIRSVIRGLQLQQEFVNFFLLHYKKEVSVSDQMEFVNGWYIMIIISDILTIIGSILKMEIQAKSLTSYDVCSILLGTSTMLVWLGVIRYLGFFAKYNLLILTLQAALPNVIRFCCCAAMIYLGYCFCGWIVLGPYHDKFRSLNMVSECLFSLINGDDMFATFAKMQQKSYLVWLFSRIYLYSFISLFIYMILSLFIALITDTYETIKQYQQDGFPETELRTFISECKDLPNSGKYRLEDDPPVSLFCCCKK
#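 Material: HEK293 cells stably carrying human TRPML3-YFP; compound dosing: single dose, 3 µM final nominal compound, 0.3% DMSO final; incubation: 1-h 37 °C dye load, 5-s basal, 120-s post-compound reads; technique: Fluo-8 intracellular calcium fluorescence, excitation 470-495 nm, emission 515-575 nm; read-out basis: percent activation from peak-to-basal fluorescence ratio, scaled between DMSO and carbachol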
# PPC-1+TRAIL kill – compounds killing PPC-1 cancer cells with TRAIL present (potentiator screen, no TRAIL-free arm) | PPC-1 cells + TRAIL, ATPLite viability luminescence | cell killing (% activity), % at 4 µM | actives 0.41% (n = 220,000);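 active means cell killing above 50% in the first pass at 4 µM, then a duplicate retest at 5 µM averaging 50% or more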;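 further: plate controls were cells with TRAIL plus DMSO for no effect and medium-only wells lacking cells for full effect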
# TRPN1 ag – agonists of zebrafish TRPN1 channel; HEK293 zebrafish TRPN1-YFP, Fluo-8 calcium fluorescence; 100% = response to 87 µM carbachol; activation, % at 3 µM; actives 0.18% (n = 220,000); AID 1424;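 active means activation above its plate's cutoff, the mean activation of test wells on that plate plus 3 SD, cut at about 19% in these data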;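 further: 0% = DMSO alone and 100% = 87 µM carbachol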
#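 System: zebrafish TRPN1-YFP in HEK293 cells / Dosing: 3 µM single point / Timing: dye loading 1 h at 37 °C, then 30 min room temperature / Signal: Fluo-8 calcium fluorescence, excitation 470-495 nm, emission 515-575 nm / Read-out basis: percent activation from peak over basal fluorescence ratio, control-normalized / Control set: high carbachol 87 µM, low DMSO alone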
# CHOP inhibitor – CHOP inhibition in unfolded protein response; actives 3.8% (n = 220,000); CHO-K1 CHOP-promoter luciferase, tunicamycin-induced, 15-18 h; inhibition, % at 10 µM;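 active means compounds that reduced the stress-induced luciferase reporter signal by more than about 70% of percent inhibition, limit read from the data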;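 further: 0% = tunicamycin plus vehicle and 100% = wells without tunicamycin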
# Runt-SMMHC FRET – inhibitors of human RUNX1 Runt domain binding to CBFb-SMMHC; inhibition, % at 20 µM; actives 0.74% (n = 220,000); Q01196+Q13951; Cerulean-Runt/Venus-CBFb-SMMHC FRET ratio 530/480, 1 h;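 active means mean inhibition across duplicate retests at 20 µM reaching about 50%, limit read from the data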;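 further: 0% = DMSO wells and 100% = wells with excess untagged CBFb-SMMHC; inhibitors lower the FRET ratio by blocking Runt binding to CBFb-SMMHC; some results filed as inactive read as strong as hits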
# EBV gp42 block – inhibitors of Epstein-Barr virus glycoprotein 42; Q1HVG2; Fluorescence polarization binding assay, mP read-out; inhibition, % (tested at 21.74 µM); actives 0.42% (n = 220,000); in the data active means inhibition above about 50%
# TNF death inh – TNF-alpha cell death inhibition in Jurkat FADD-/- cells; Jurkat FADD-/- TNF necroptosis rescue, ATP luminescence, 24 h; 0 = TNF only, 100 = no-TNF cells; activation (protection from cell death), % at 10 µM; actives 0.068% (n = 220,000);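 active means activation, meaning protection from cell death, of at least 50% relative to plate controls; inactive means activation below 50%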;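 further: necroptosis triggered by 40 ng/mL TNF-alpha added together with compound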
# NCF1 inh – p47phox (human) inhibition | P14598 | p47phox/p22phox peptide binding, fluorescence polarization, 2 h | inhibition, % at 24.7 µM | actives 0.53% (n = 220,000);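 active means inhibition above about 30%, limit read from the data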;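 further: 0% = p47phox with labelled peptide and 100% = labelled peptide alone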
# * hit, by the source's call; / = no result given; & = joins results of further samples.
SMILES,MDM2 E3 inh,TRPML3 ag,PPC-1+TRAIL kill,TRPN1 ag,CHOP inhibitor,Runt-SMMHC FRET,EBV gp42 block,TNF death inh,NCF1 inh
CC(C)NC(C)C(=O)c1ccc2ccccc2c1 (stereo unspecified),-7,-0.2,-3,0.1,20,-2,-6,1.2,4
COc1ccc(-n2c(O)c(C=Nc3c(C)n(C)n(-c4ccccc4)c3=O)c(=O)[nH]c2=O)cc1,-25,1.0,0,0.1,-3,-4,1,-2.8,-14
COc1ccc(-n2c(O)c(C=NCCCn3ccnc3)c(=O)[nH]c2=O)cc1,/,0.7,9,-0.2,-5,1,-4,0.1,-16
O=C(Nc1cccc(Cl)c1)OC1CN2CCC1CC2 (stereo unspecified),14,3.4,8,7.3,8,0,-8,2.9,-39
O=C1CC(=O)N(c2ccc3c(c2)OCO3)C(=O)N1,-14,1.2,20,0.7,50,-19,-25,-1.7,-9
O=P1(NC2CCCC2)COc2ccccc2OC1,-10,1.0,10,-0.3,14,0,9,0.2,4
CC(C)COP(=O)(OCC(C)C)C(O)c1cccnc1 (stereo unspecified),2,0.5,17,-0.5,14,1,-11,1.5,-10
CCOC(=O)C(NC(=O)C(Cc1ccc(N(CCCl)CCCl)cc1)NC(C)=O)C(C)C (stereo unspecified),-6,0.9,1,1.1,9,5,-6,-13,4
C[C@H]1CC[C@@]2(C)[C@@H](CC[C@@H]3[C@@H]2CC[C@]2(C)[C@@H](O)CC[C@@H]32)C1,/,0.8,8,1.5,32,-3,-5,0.4,-2
O=c1[nH]c(=O)n(Cc2ccccc2Cl)c(O)c1C=Nc1ccc(F)cc1,-7,0.7,11,1.5,-17,-2,-36,0.1,-9
Cc1ncc([N+](=O)[O-])n1CCOC(N)=O,-8,0.6,5,1.1,8,3,-5,1.1,-5
CCCCn1c(O)c(C(C)=NCc2ccco2)c(=O)[nH]c1=O,-3,-0.3,14,0.1,-8,28,10,-0.2,-2
Cc1cc(N2CCCCC2)ccc1C=C1C(=O)N(C)C(=S)N(C)C1=O,-9,-0.5,15,-2.8,-1,20,-23,-1.0,9
O=C(COc1ccc(Cl)cc1)N1CCN(C/C=C/c2ccccc2)CC1,2,1.4,12,-0.2,51,0,1,1.9,-10
C=C(COC(C)=O)CC1CC(O)[C@]2(C)OC3CC4OC5C[C@]6(C)O[C@]7(C)CCC8OC9C[C@]%10(C)OC%11C(C)=CC(=O)OC%11CC%10OC9C[C@@H](C)C8OC7CC6O[C@]5(C)C/C=C\C4OC3CC2O1 (stereo partly specified),16,/,-1,/,12,0,2,-11,-17
COc1cccc(NC(=O)N2CCC3(CC2)OCCO3)c1,4,0.4,4,-0.8,-17,-1,-9,1.7,-5
O=C(CSC1c2ccccc2-c2ccccc21)N/N=C/c1ccc(C(=O)O)cc1,-7,0.4,-14,1.2,5,0,-30,1.3,-11
CC(=O)N1CCC2(CC1)CC(=O)c1cc(OCC(=O)N3CCN(C)CC3)ccc1O2,-10,0.8,2,0.2,-3,0,-4,-2.1,-2
O=c1cccc2n1CC1CC2CN(Cc2ccc3c(c2)OCO3)C1 (stereo unspecified),/,-0.3,1,1.4,/,-16,/,-0.4,/
COc1ccc(CC(=O)N2CCN(C)CC2)cc1,-1,0.2,18,0.9,6,-3,-20,-0.5,-13
CN1CCN(CC(=O)Nc2ccc(Cl)cc2C(=O)c2ccccc2)CC1,2,1.1,12,0.2,-2,-1,-24,0.3,-7
O=C(c1ccc(Cl)cc1)C12CN3CN(CN(C3)C1)C2,-5,-0.3,5,1.2,4,-2,-10,-0.5,-7
N=C1c2ccccc2CN1c1ccc(F)c([N+](=O)[O-])c1,-14,0.9,-1,0.1,11,-1,-15,3.3,-10
COc1ccc(Cn2c(O)c(C=NCCCn3ccnc3)c(=O)[nH]c2=O)cc1,-4,0.5,-14,-1.1,18,3,8,-0.8,0
Cc1c(C=O)c2ccccc2n1Cc1ccc([N+](=O)[O-])cc1,-11,1.8,3,3.8,21,2,5,2.3,3
CC(C)c1cccc(C(C)C)c1OCCn1ccnc1,-16,-1.2,13,-1.2,39,-4,-6,0.2,4
O=C(O)CC1OCC=C2CN3CCC45c6ccccc6NC4C1C2CC35 (stereo unspecified),/,0.2,0,1.0,-12,-2,-12,2.5,-13
Cc1cccc(CS(=O)(=O)Cc2ccc(C(=O)N3CCC4(CC3)OCCO4)o2)c1,-1,0.4,5,0.0,-22,-4,-18,1.3,1
CCOc1ccc(-n2c(O)c(C=NCCN(CC)CC)c(=O)[nH]c2=O)cc1,-16,1.2,7,-1.4,11,-2,-31,-1.5,-16
COc1ccc(-n2c(=O)[nH]c3ccccc3c2=O)cc1,-9,-0.7,-7,1.4,-24,1,-2,-0.5,-6
CN1CCN(S(=O)(=O)c2ccc(Cl)nc2)CC1,1,1.0,1,0.8,15,-1,-11,2.9,-1
CCC(=O)N1N=C(c2c(O)n(CCc3ccccc3)c(=O)[nH]c2=O)CC1c1ccc(OC)c(OC)c1 (stereo unspecified),-3,0.4,13,-1.9,-13,3,-12,3.3,-14
CCCCC1C(=O)NC(=S)NC1=O,/,0.9,17,-0.7,-22,12,-34,1.1,-8
S=P(NC1CCCCC1)(N1CC1)N1CC1,-6,0.9,8,-0.6,15,1,5,-1.0,3
C=CCn1c(O)c(/C(C)=N/N2CCN(C)CC2)c(=O)[nH]c1=O,/,0.9,18,1.7,-9,0,-6,2.2,-10
O=P1(Oc2ccccc2)OCCCS1 (stereo unspecified),-9,0.1,13,-0.1,10,-2,-2,-0.1,0
O=C(NCc1cccnc1)NC1CCCCC1,-8,0.3,-3,-0.1,-1,-3,-9,1.1,-7
CCP(=S)(CC)c1ccc(N(C)C)cc1,-24,1.1,15,0.5,-19,0,-6,0.3,-8
COc1ccc(OC)c(N=Cc2c(O)n(Cc3ccccc3)c(=S)[nH]c2=O)c1,-8,0.5,14,0.7,15,-26,19,0.5,-72
Cc1nnc2n1-c1ccc(Cl)cc1C(c1ccccc1)=NC2,/,0.8,11,1.3,-14,-1,-11,/,-6
CC(=O)OC1N=C(c2ccccc2Cl)c2cc(Br)ccc2NC1=O (stereo unspecified),-2,0.9,-1,4.3,19,-3,-12,0.2,-7
CC1N(O)C2CCCCCC2N1O (stereo unspecified),-13,0.3,18,1.4,27,3,-12,-3.1,13
O=c1c2ccccc2nc(/C=C\c2ccccc2[N+](=O)[O-])n1-c1ccccc1O,-13,-0.4,28,0.6,22,0,8,-4.5,-4
COc1ccc(C2=NCc3nnc(C)n3-c3ccc(Cl)cc32)cc1Cl,-2,1.1,25,0.4,-5,-2,-24,-7.4,3
CC(=NCCCn1ccnc1)c1c(O)n(C2CCCCC2)c(=O)[nH]c1=O,-7,1.1,15,0.5,7,-1,-3,4.3,0
CCN(CCNc1ccc([N+](=O)[O-])c2cccnc12)S(=O)(=O)c1ccc(Cl)cc1,-13,0.8,-4,-1.0,13,-5,13,-3.6,-4
CCOC(=O)c1c(C)[nH]c(C(=O)C(Cc2ccccc2)N(C)C)c1C (stereo unspecified),-23,1.7,18,0.0,5,2,-15,2.0,-34
CCc1ccc(-n2c(O)c(/C=N/NC(=O)c3ccncc3)c(=O)[nH]c2=O)cc1,-6,1.1,12,1.9,-2,16,-35,1.4,-7
CSCCC(N=Cc1c(O)n(-c2ccc(Cl)cc2)c(=O)[nH]c1=O)C(=O)OC(C)(C)C (stereo unspecified),-21,0.4,7,0.0,17,3,-23,1.1,-29
COc1ccc(OC)c(C(O)C(C)N)c1 (stereo unspecified),/,0.9,15,-0.5,28&-7,3,-3,1.3,-2
# (continued)
SMILES,MDM2 E3 inh,TRPML3 ag,PPC-1+TRAIL kill,TRPN1 ag,CHOP inhibitor,Runt-SMMHC FRET,EBV gp42 block,TNF death inh,NCF1 inh
CC(=O)Nc1ccccc1C(=O)OCC(=O)c1cccc2ccccc12,-14,-0.5,12,-1.9,37,1,0,-6.6,-30
ON1C2CCCCC2N(O)C1c1ccccc1 (stereo unspecified),-15,1.2,15,-0.2,89*,2,1,0.0,-3
O=C(Nc1ccc(C(F)(F)F)cc1)OC1CN2CCC1CC2 (stereo unspecified),-6,1.5,14,0.3,7,-2,-13,3.8,-25
Cc1cccc(N2C(=O)/C(=C/N3CCN(C(=O)c4ccco4)CC3)C(=O)NC2=S)c1,-4,0.5,26,-0.8,-17,4,17,-1.7,-97
C/C(CC(c1ccccc1)c1c(O)c2ccccc2oc1=O)=N\Nc1ccc([N+](=O)[O-])cc1[N+](=O)[O-] (stereo unspecified),3,0.5,2,1.4,11,-2,-7,1.2,-6
O=c1[nH]c(=S)n(-c2ccc(Cl)cc2)c(O)c1C=Nc1ccc(N2CCOCC2)cc1,1,2.2,29,4.3,20,-168,45,-6.2,-73
COC(=O)c1nc(-c2ccc3c(n2)C(=O)C(N)=C(OC)C3=O)c(N)c(-c2ccc(OC)c(OC)c2O)c1C,2,-0.8,29,1.2,43,-1,-5,-23,-1
Cc1ccnc(-n2c(-c3ccccc3)nc3ccccc3c2=O)c1,7,0.0,9,0.5,-2,1,-7,-2.3,-5
OC(CCNCCc1c[nH]c2ccccc12)C(F)(F)Cl (stereo unspecified),-16,1.0,15,0.9,25,-1,-8,0.4,3
O=C(NC1CC1)C1CSC(c2cccnc2)=N1 (stereo unspecified),-20,-0.5,0,1.4,26,-1,-23,0.9,-13
CCc1ccc(OCCCN=C(C)c2c(O)n(C)c(=O)n(C)c2=O)cc1,-1,0.3,-26,0.4,-15,-7,-6,-0.7,-20
NC(=S)N/N=C/c1coc2ccccc2c1=O,-24,0.9,-1,0.8,23,2,4,-0.4,-33
CN1C(=O)C(=Cc2ccc(N(C)C)c([N+](=O)[O-])c2)C(=O)N(C)C1=O,-17,-0.3,-16,1.0,-24,-11,-13,0.3,1

# Compound profiles, as listed above:
# COC(=O)c1nc(-c2ccc3c(n2)C(=O)C(N)=C(OC)C3=O)c(N)c(-c2ccc(OC)c(OC)c2O)c1C reads MDM2 E3 inh: 2; TRPML3 ag: -0.8; PPC-1+TRAIL kill: 29; TRPN1 ag: 1.2; CHOP inhibitor: 43; Runt-SMMHC FRET: -1; EBV gp42 block: -5; TNF death inh: -23; NCF1 inh: -1
# NC(=S)N/N=C/c1coc2ccccc2c1=O reads MDM2 E3 inh: -24; TRPML3 ag: 0.9; PPC-1+TRAIL kill: -1; TRPN1 ag: 0.8; CHOP inhibitor: 23; Runt-SMMHC FRET: 2; EBV gp42 block: 4; TNF death inh: -0.4; NCF1 inh: -33

# A portion of the library (hit frequency here may not be typical).
